# D3 ag – activates the human D3 dopamine receptor; max activation, %; 410,000 tested, 0.58% active; P35462; D3R DiscoveRx beta-arrestin cells, luminescence, 90 min; in the data active = max activation above about 30%; also: 0% is about no effect; mostly tested at two doses, the higher about 12 µM
# Target sequence (P35462 whole entry, looked up): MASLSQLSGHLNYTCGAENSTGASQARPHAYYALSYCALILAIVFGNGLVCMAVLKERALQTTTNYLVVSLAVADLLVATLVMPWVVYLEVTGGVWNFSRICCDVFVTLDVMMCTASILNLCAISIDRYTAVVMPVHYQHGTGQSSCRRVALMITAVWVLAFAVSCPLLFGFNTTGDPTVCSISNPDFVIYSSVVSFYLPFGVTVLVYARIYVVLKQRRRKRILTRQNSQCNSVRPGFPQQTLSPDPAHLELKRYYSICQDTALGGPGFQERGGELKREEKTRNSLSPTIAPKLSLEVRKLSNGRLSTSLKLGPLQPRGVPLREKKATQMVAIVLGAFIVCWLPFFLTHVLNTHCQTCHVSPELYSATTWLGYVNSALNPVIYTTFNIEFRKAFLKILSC
#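 Agonist mode: compounds and dopamine controls were applied to plated cells for 90 min at 37 degrees C after an overnight attachment at 1500 cells/well. Luminescent read-out followed 30 - 60 minutes at room temperature with DiscoveRx detection reagent.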
# HEK293 tox – cytotoxic in the GLP-1 receptor inverse agonist counter-screen; HEK293 cAMP-luciferase reporter cells, luminescence, 24 h; Potency, µM (titrated, usually from 38.3 µM), for the others: top-dose activity change, negative = inhibition, actives largely listed as inhibitors; 410,000 tested, 0.13% active;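 also: loss of luciferase light is scored as toxicity; potency is read from the fitted curve at half-maximal effect; % is scaled to controls: 0 for no effect and ±100 for the full control effect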
#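 Seeding density was 200 cells/uL; after overnight-length (12 h) culture, 23 nL compounds went on for 24 h at 37 °C. Readout used a luciferase detection reagent, luminescence taken after 12 min at room temperature.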
# GLP1R inv ag – inverse agonists of human GLP-1 receptor; P43220; HEK293 GLP-1R CRE-luciferase, luminescence, 24 h; GLP-1R form is constitutively active; Potency, µM (titrated, usually from 38.3 µM), inactives show at the top dose activity change, negative = inhibition, usual class: inhibitors; 410,000 tested, 1.6% active; AID 624417; also: potency is read from the fitted curve at half-maximal effect; % is scaled to controls: 0 for no effect and ±100 for the full control effect; nearly all actives have a fitted effect of over 55% in size
# Target sequence (P43220 whole entry, looked up): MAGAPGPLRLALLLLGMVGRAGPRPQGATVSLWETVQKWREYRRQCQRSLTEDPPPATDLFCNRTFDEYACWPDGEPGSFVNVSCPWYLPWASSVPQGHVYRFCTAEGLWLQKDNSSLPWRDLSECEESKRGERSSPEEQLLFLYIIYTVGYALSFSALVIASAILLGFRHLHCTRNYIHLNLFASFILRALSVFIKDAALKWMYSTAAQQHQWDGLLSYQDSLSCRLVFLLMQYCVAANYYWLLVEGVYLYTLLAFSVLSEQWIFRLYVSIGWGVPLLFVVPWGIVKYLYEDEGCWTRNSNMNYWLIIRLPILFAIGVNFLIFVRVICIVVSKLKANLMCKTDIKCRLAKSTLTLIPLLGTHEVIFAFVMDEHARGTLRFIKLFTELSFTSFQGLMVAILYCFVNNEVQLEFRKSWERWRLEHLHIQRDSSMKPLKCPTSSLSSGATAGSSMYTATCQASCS
#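 qHTS in 1536-well format: reporter HEK293 cells expressing constitutive GLP-1R activity in DMEM + 10% Nu serum, 24 hr with compounds at 37 deg C, luminescence read after 12 min with detection reagent.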
# * marks the source's active call; other numbers are inactive results; ? = inconclusive; [ ] = another dose, or the depositor's remark. Unless noted, calls follow the shape of the dose curve; as a rule, active = well fitted curve in the direction sought with a large enough effect; inconclusive = small, poorly fitted or top-dose-only effect, or another doubt; inactive = no such curve, though single readings can be large; an effect the other way counts as inactive or inconclusive.
SMILES,D3 ag,HEK293 tox,GLP1R inv ag
CCCN1C(=O)C(O)(CC(=O)c2ccc(CC)cc2)c2ccccc21 (configuration not stated),-15,-12%,-60%
COc1ccc(Cl)cc1NC(=O)c1sc2nc3c(cc2c1N)CN(C)CC3,4,43%[activator],3%
Cc1ccc(C(=O)Nc2nnc(SCc3cc(=O)n4ccc(C)cc4n3)s2)cc1,-6,0%,2%
Cc1c(CNC2CCCCCC2)c(C(=O)O)c(C)n1Cc1cccc(Cl)c1,-12,-3%,0%
CCOC(=O)c1c(C)[nH]c(C)c1S(=O)(=O)N1CCC(C(=O)N2CCN(c3cccc(C)c3C)CC2)CC1,5,-3%,?
COc1ccc(C)cc1NC(=O)c1ccc2c(c1)N(Cc1cccc(Cl)c1)C(=O)c1ccccc1S2=O (configuration not stated),-22,-1%,4%
COc1ccc(-n2c(=O)c3c4c(sc3n(Cc3c(F)cccc3Cl)c2=O)CN(C(C)=O)CC4)cc1OC,-12,-8%,14%
c1ccc(CSc2nc3ncccc3[nH]2)cc1,6,3%,19%
O=C(COc1ccc(Cl)cc1)NCCc1csc(-c2ccc(F)cc2)n1,-8,10%,-22%
CCC(=O)Nc1ccc2nc(SCCOc3ccccc3)sc2c1,-7,-12%,-24%
CCc1cccc(-n2c(=O)c3cccnc3n2CC(=O)Nc2ccc(OC)c(Cl)c2)c1,6,1%,16%
CCOC(=O)CSc1nc2sc3c(c2c(=O)n1CC)CCCC3,-3,5%,0%
CCOc1ccc(NS(=O)(=O)c2ccc3c(c2)NC(=O)CCS3)cc1,4,-2%,-29%
CCc1nnc2c(Nc3cc(OC)c(Cl)cc3OC)nc3ccccc3n12,10,21%,9%
CC(=O)Nc1ccc(NC(=O)c2ncoc2-c2ccco2)cc1,0,-12%,18%
CCc1ccccc1OCC(=O)Nc1ccc(S(=O)(=O)Nc2nc(C)cc(C)n2)cc1,4,1%,11%
O=C1c2oc3ccccc3c(=O)c2C(c2cccc(O)c2)N1Cc1ccc(F)cc1 (configuration not stated),-2,-13%,-31%
COc1ccc(C2(CNC(=O)C(=O)Nc3ccc(F)cc3)CCCC2)cc1OC,2,-2%,17%
COc1ccc(C(=O)NCc2nc(-c3cccc(C)c3)no2)cc1OC,-24,0%,3%
CCCNS(=O)(=O)c1cc(-c2nnc3c4ccccc4c(C)nn23)ccc1OC,4,-3%,23%
CN(Cc1ccccc1)C(=O)CCS(=O)(=O)c1cc(Br)cc2c1N(C(=O)C1CC1)CC2,-9,0%,6%
CCC1Oc2ccccc2N(CC(=O)NCc2ccccc2)C1=O (configuration not stated),5,1%,7%
COc1ccc(-c2nc3c4ccccc4n(CC(=O)N4CCN(c5ccccc5F)CC4)c(=O)n3n2)cc1,-20,2%,16%
CCc1nn2c(=O)cc(COC(=O)c3cccs3)nc2s1,7,5%,20%
O=C(CSc1oc(-c2ccccc2)nc1S(=O)(=O)c1ccc(Cl)cc1)NC1CCCCC1,-12,-1%,19%
O=C(CNC(=O)c1ccc(Cl)cc1)OCc1cc(=O)n2ccsc2n1,2,0%,18%
CCCCNC(=O)CCn1c(=O)c2cccn2c2cccnc21,-3,2%,17%
COc1ccc(NC(=O)CSc2nc(-c3ccc(F)cc3)[nH]c2-c2ccc(C)cc2)cc1OC,-16,-6%,-27%
Cc1cccn2c(=O)cc(CSc3nnc(NC(=O)C(C)C)s3)nc12,-6,0%,3%
CN1CCN(C(c2ccccc2Cl)c2sc3nc(-c4ccco4)nn3c2O)CC1 (configuration not stated),-9,-1%,5%
CCN1CCN(CCCNC(=O)Cn2nc(C)n3c(cc4c(OC)cccc43)c2=O)CC1,2,-10%,0%
Cc1cccc(NC(=O)CSc2nc(C)c(Cc3ccccc3)c(=O)[nH]2)c1C,7,-14%,18%
COc1ccc(-c2cc(C(F)(F)F)n3nc(C(=O)Nc4ccc(Cl)cc4C(F)(F)F)cc3n2)cc1OC,5,1%,4%
Cc1ccc(NC(=O)c2cc3ccccn3n2)cc1F,-17,0%,-4%
COc1ccc(C)cc1NC(=O)Cn1c(=O)nc(-c2ccccc2F)c2cc(Cl)ccc21,10,1%,-1%
Cc1ccc(CNC(=O)C(C)n2nc(C)n3c(cc4sccc43)c2=O)cc1 (configuration not stated),3,2%,4%
COCCCNC(=O)C1CCN(c2nn3cc(-c4ccc(F)cc4)nc3s2)CC1,10,-4%,4%
CCc1ccc(S(=O)(=O)Nc2cc3c(cc2C)n(C)c(=O)c(=O)n3C)cc1,5,-5%,13%
CCOC(=O)C1CCN(C(=O)c2ccc(NC(=O)c3nsc4ccccc34)cc2)CC1,-5,-2%,19%
CN(C(=O)CSc1nc2ccc(NC(=O)c3ccco3)cc2s1)c1ccccc1,-4,-17%,?
COc1cc(OC)cc(C(=O)NCCc2csc(-c3ccc(C(F)(F)F)cc3)n2)c1,9,2%,10µM*
O=C(Nc1ccc(C(=O)N2CCN(c3cccc(Cl)c3)CC2)cc1)c1nsc2ccccc12,8,3%,?
CCOC(=O)c1noc2ncnc(N3CCN(c4cccc(Cl)c4)CC3)c12,-4,1%,-13%
CC(C)c1ccc(N(CC(=O)O)S(=O)(=O)c2ccc3[nH]c(=O)c(=O)[nH]c3c2)cc1,-14,1%,6%
CCOc1ccc(Br)cc1C1C(C(=O)Nc2ccccc2OC)=C(C)Nc2nnnn21 (configuration not stated),-2,1%,-34%
CCOc1ccc(CNC(=O)C2CCN(Cc3cc4ccccc4n3Cc3ccccc3C)CC2)cc1,-1,6%,7.1µM*
COc1ccc(CNC(=O)c2ccc3c(c2)CCN3S(=O)(=O)c2ccc(C)cc2)cc1,8,15%,-10%
Cc1ccc2occ(CC(=O)Nc3c(C(=O)Nc4ccc(Cl)cc4)oc4ccccc34)c2c1,8,-8%,?
CCOC(=O)C(CC)n1nnc2sc(-c3ccccc3)cc2c1=O (configuration not stated),4,6%,-18%
COc1cccc(CNC(=O)C(=O)Nc2c3c(nn2-c2ccccc2)CSC3)c1,0,-20%,-11%

# Continuation:
SMILES,D3 ag,HEK293 tox,GLP1R inv ag
CCc1ccc(NC(=O)CN2C(=O)CCSc3ccc(S(=O)(=O)N4CCCC4)cc32)cc1,8,7%,-1%
COc1ccc(S(=O)(=O)N2CCN(c3ccc(F)cc3)CC2)cc1-c1noc(C)n1,-3,5%,1%
CCN(CC)S(=O)(=O)c1ccc2c(c1)N(CC(=O)Nc1cccc(C#N)c1)C(=O)CO2,-16,-5%,-20%
CCc1ccc(NC(=O)CSc2ccc(-c3cccs3)nn2)cc1,-1,1%,-2%
CCOC(=O)c1ccc(NC(=O)CSc2ccc(-c3sc(C)nc3C)nn2)cc1,0,-3%,2%
CCOc1ccc(C(=O)Nc2ccc3nc(SCC(=O)N4CCOCC4)sc3c2)cc1,7,1%,4%
CCc1ccccc1NC(=O)C1CCCN(c2nnc(-n3c(C)ccc3C)s2)C1 (configuration not stated),-7,6%,-12%
O=C(CN1CCN(Cc2cccc(Cl)c2)C1=O)NCc1ccc(F)cc1,-5,-6%,?
CCc1ccc(NC(=O)CSc2cn(CC(=O)N3CCOCC3)c3ccccc23)cc1,8,7%,9%
Cc1c(NC(=O)c2cc3ccccc3o2)cccc1-c1nc2ccccc2o1,9,0%,0%
CCOc1ccc(NS(=O)(=O)c2ccc(NC(=O)N3CCCC3)cc2)cc1,-6,4%,5%
CCOC(=O)c1c(NC(=O)C(C)Oc2ccc(Cl)c(C)c2)sc2c1CCCC2 (configuration not stated),0,-3%,9%
Cc1ccc(NC(=O)/C(C#N)=C/c2ccc(C)o2)cc1,-8,-4%,9%
Cc1ccc(CN(Cc2ccco2)C(=O)COc2c(C)cc(C)cc2C)cc1,-6,3%,2.8µM*
CCc1ccc(S(=O)(=O)c2nnn3c2nc(N(CC)Cc2ccccc2)c2cc(Cl)ccc23)cc1,-10,9%,21%
CC(=O)N1CCCC1c1nc2ccccc2n1Cc1cc(C)ccc1C (configuration not stated),-8,-2%,-5%
COC(=O)c1sc2cccc(F)c2c1S(=O)(=O)Nc1ccc(N(C)C)cc1,5,-3%,7%
COC(=O)c1c(NC(=O)c2cc3nc(-c4ccc(Br)cc4)cc(C(F)(F)F)n3n2)sc2c1CCCC2,-2,1%,-7%
CCc1ccc2nc(N(Cc3cccnc3)C(=O)Cc3ccccc3)sc2c1,-10,15%,-3%
CCOc1ccc(CCNC(=O)CCCn2nc(C)c3sc4ccccc4c3c2=O)cc1,4,3%,-1%
CCCCNC(=O)c1cnc2sc(N3CCCCC3)nn2c1=O,0,-9%,0%
CCOC(=O)C1CCCN(C(=O)Cn2ncn3c(cc4sc(CC)cc43)c2=O)C1 (configuration not stated),0,-12%,?
CCSc1ncc(Cl)c(C(=O)Nc2ccc(S(=O)(=O)N3CCCCC3)cc2)n1,-11,0%,?
Cc1cc(C)c(S(=O)(=O)N2CCC(N3CCN(Cc4ccc(F)cc4)C(=O)C3=O)CC2)c(C)c1,-11,21%,10%
COc1ccc(CNC(=O)C(=O)Nc2cc(Cl)ccc2OC)cc1,-17,1%,2%
COc1ccccc1/C=C/c1nc(C#N)c(N2CCN(c3ccccc3)CC2)o1,-2,2%,0%
O=S(=O)(c1ccc2c(c1)CCN2)N1CCCCCC1,-4,1%,-1%
COc1cccc2cc(-c3nc(Nc4cccc(C)c4)sc3C)c(=O)oc12,80*,-14%,12%
CCN(CC)S(=O)(=O)c1ccc2oc(C(=O)NCc3ccccc3OC)c(C)c2c1,-2,-3%,?
CCOC(=O)c1nc(Nc2ccccc2OC)c2ccccc2n1,-2,-7%,7%
CCOC(=O)c1cnc2ccc(OCC)cc2c1N1CCN(c2ccccc2F)CC1,1,-10%,?
Cc1cccc(NC(=O)CSc2nc3ccccc3nc2N2CCCCC2)c1C,-19,5%,10%
CCOc1cccc2sc(NC(=O)c3ccc(S(=O)(=O)N4CCCc5ccccc54)cc3)nc12,-17,16%,6%
CCc1ccc(S(=O)(=O)c2nnn3c2nc(Nc2ccc(F)cc2)c2cc(Cl)ccc23)cc1,3,-4%,16%
COc1ccc(NC(=O)CN2C(=O)C(C)(C)c3cc(S(=O)(=O)N4CCCCC4)ccc32)cc1Cl,10,0%,?
CCOc1ccc(CCNC(=O)Cn2nc(CC)n3c(cc4ccccc43)c2=O)cc1,7,3%,-12%
Cc1sc2ncn(CC(=O)N3CCN(c4cccc(Cl)c4)CC3)c(=O)c2c1S(=O)(=O)N1CCC(C)CC1,-8,-15%,?
Cc1oc(-c2cccc(Cl)c2)nc1CN1CCC(C(=O)NCCCN2CCN(c3ccccc3F)CC2)CC1,4,0%,4%
O=S(=O)(c1ccc(Cl)cc1)c1nnn2c1nc(NC1CCCC1)c1sccc12,3,6%,45%[activator]
CCOC(=O)c1cc2c(=O)n3ccccc3nc2n(CCCOC)c1=NC(=O)c1c(-c2c(F)cccc2Cl)noc1C,-5,41%[activator],14%
Cc1ccc(NC(=O)CSCc2cnn(-c3ccccc3)c2-n2cccc2)c(Cl)c1,70*,22%,10µM*
CC1=C(C(=O)Nc2ccccc2C)C(c2ccc[nH]2)n2ncnc2N1 (configuration not stated),-9,-3%,-4%
Cc1cc2c(n1-c1ccc(C(=O)NCc3cccc(Br)c3)cc1)CCC(C)C2 (configuration not stated),-14,-23%,?
O=C(Nc1ccc2oc(-c3cccnc3)nc2c1)c1ccc(-c2ccc(OC(F)(F)F)cc2)o1,7,-16%,13%
O=C(CSc1nnc(CNC(=O)c2ccccc2)n1-c1ccc(F)cc1)Nc1ccccc1F,-14,0%,7%
COc1ccc(CCNC(=O)c2ccc3c(c2)N(Cc2ccc(F)cc2)C(=O)c2ccccc2S3(=O)=O)cc1OC,-18,-24%,-3%
COc1ccc(Cn2c(C(=O)O)c(CNCCc3ccccc3Cl)c3ccc(C)cc32)cc1,2,-6%,?
COc1cccc2cc(-c3nnc(-c4ccc(Cl)cc4)o3)c(=O)oc12,18,1%,9%

# From PubChem BioAssay

# Some of the compounds tested; the hit share may differ from the screen's.
